CAL PDZ inh: blocks peptide binding to human CAL PDZ domain; inhibition, % at 20 µM; purified CAL PDZ, TMR-peptide fluorescence polarization, 1 h; AID 504414; actives 0.02% (n = 330,000); Q9HD26;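 active means highest replicate inhibition of at least 40%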;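 further: plate controls were DMSO neutral control wells for no effect and unlabeled competitor peptide control wells for full effect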
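material = purified tagged CAL PDZ domain construct (CerCALP) | compound dosing = 20 µM, one dose | times = 1 h at RT | measured by = fluorescence polarization from S- and P-plane intensities, G-factor corrected | read-out = inhibition from polarization loss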
Wnt act: activates Wnt/beta-catenin signaling in a reporter cell assay; activator, plate reader; activation, % at 9.35 µM; actives 1.2% (n = 300,000); in the data active means activation above about 30%, passing the limit was not always enough;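 further: 0% = neutral control wells and 100% = positive control wells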
Rtt109 Vps75: C. albicans Rtt109 histone acetyltransferase inhibition | Q5AAJ8 | actives 0.16% (n = 330,000) | inhibition, % at 34.9 µM | purified Rtt109/Vps75, ThioGlo CoA-SH fluorescence, 4 h;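 active means inhibition of at least 50% in every replicate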
Target sequence (Q5AAJ8 whole entry, looked up): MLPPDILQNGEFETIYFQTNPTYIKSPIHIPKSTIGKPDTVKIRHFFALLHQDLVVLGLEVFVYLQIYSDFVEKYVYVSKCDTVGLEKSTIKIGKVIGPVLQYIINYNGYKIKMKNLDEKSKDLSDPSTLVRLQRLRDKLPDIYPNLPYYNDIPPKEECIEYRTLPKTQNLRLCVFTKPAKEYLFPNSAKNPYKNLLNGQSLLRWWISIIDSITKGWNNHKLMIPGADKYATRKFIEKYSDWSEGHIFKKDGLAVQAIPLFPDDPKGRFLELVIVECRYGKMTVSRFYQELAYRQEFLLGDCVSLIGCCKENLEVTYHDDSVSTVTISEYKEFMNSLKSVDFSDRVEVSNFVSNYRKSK
AddAB inh: less growth of phage-infected E. coli with AddAB. inhibition, % at 11.9 µM. E. coli expressing H. pylori AddAB, absorbance growth. actives 0.29% (n = 330,000); in the data active means inhibition above about 12%;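 further: 0% = vehicle wells of infected cells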
PfHsp90 set2: inhibits growth of yeast expressing Plasmodium falciparum Hsp90. S. cerevisiae expressing PfHsp90, BacTiter-Glo ATP, 48 h; yeast lacking PDR1 and PDR3 efflux regulators. actives 0.32% (n = 310,000). AID 504621. inhibition, % at 9.4 µM;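 active means every replicate shows inhibition above about 80%, whatever the replicate mean, limit read from the data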;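 further: 0% = DMSO neutral controls and 100% = 20 µM radicicol positive controls; yeast relying on Plasmodium falciparum Hsp90 in place of its own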
PvdQ acylase: blocks Pseudomonas aeruginosa PvdQ acylase activity; AID 488965; purified PvdQ acylase, fluorescence plate reader; actives 0.063% (n = 340,000); inhibition, % at 10 µM; in the data active means inhibition above about 30%, passing the limit was not always enough;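 further: 0% = vehicle neutral wells and 100% = reference inhibitor wells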
phage Ecoli inh: E. coli growth loss with phage present. growth absorbance. inhibition, % at 11.9 µM. actives 0.26% (n = 360,000). AID 651602; in the data active means inhibition above about 11%
Ecoli viability: counter-screen for AddAB inhibitors: E. coli growth inhibition; E. coli V3065 growth, OD600 absorbance, 18 h; inhibition, % at 11.9 µM; AID 449728; actives 0.27% (n = 330,000);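 active means inhibition above the campaign's mean inhibition across all tested compounds plus 3 SD, cut at about 9.9% in these data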;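 further: uninfected addAB+ strain grown without phage in ampicillin broth; 0% = DMSO wells and 100% = ciprofloxacin 0.95 µg/ml wells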
DAGLB inhibitor: blocks human DAGLB lipase activity; HEK293T DAGLB membrane lysate, EnzChek fluorogenic substrate; inhibition, % at 5.17 µM; actives 0.059% (n = 340,000); AID 504411; in the data active means inhibition above about 34%;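 further: 0% = enzyme with vehicle and 100% = wells lacking enzyme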
Target sequence (Q8NCG7 whole entry, looked up): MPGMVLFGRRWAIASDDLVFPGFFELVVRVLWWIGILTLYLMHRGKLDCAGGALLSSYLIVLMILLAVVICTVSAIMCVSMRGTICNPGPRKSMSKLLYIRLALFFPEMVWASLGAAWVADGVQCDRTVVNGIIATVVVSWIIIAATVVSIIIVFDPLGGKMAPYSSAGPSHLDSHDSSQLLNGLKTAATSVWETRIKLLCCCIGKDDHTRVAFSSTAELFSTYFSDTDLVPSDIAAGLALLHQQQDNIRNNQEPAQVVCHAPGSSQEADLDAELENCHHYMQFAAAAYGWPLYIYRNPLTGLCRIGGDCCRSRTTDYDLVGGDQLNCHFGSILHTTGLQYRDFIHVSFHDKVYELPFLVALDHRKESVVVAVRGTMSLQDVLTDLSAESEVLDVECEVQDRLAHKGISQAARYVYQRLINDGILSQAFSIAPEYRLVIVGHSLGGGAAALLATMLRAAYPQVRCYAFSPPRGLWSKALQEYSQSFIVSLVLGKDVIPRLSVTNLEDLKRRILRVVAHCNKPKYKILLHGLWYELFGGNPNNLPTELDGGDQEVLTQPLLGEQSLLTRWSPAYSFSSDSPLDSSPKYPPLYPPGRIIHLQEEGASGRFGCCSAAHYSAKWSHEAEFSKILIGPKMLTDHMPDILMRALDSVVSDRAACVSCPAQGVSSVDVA
Tat export inh: inhibitors of E. coli Tat protein transport; E. coli MC4100 TorA-mCherry Tat export, fluorescence; inhibition, % at 10 µM; actives 0.036% (n = 340,000);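 active means mean replicate inhibition at least 50% and at least half of replicates individually reaching 50%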;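 further: exported cargo escapes ClpAP degradation while cytoplasmic cargo is degraded and loses fluorescence; 0% = median of neutral control wells and 100% = median of NaSCN control wells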
Starred values were filed as active, the others as inactive; . = no result given.

SMILES	CAL PDZ inh	Wnt act	Rtt109 Vps75	AddAB inh	PfHsp90 set2	PvdQ acylase	phage Ecoli inh	Ecoli viability	DAGLB inhibitor	Tat export inh
COc1cc(/C=C/C(=O)OCC(=O)Nc2ccc(C)cc2[N+](=O)[O-])ccc1O	-0.3	-7	3	-12	-45	-11	1.5	-0.1	-1	-2
COc1ccc(SC[C@H](CC(C)C)N2CCN(C)CCC2=O)cc1	0.6	14	-3	5.7	9	-18	-0.6	0.5	1	-1
CCCN(C(=O)C(C)Oc1cccc(Cl)c1)c1c(N)n(Cc2ccccc2)c(=O)[nH]c1=O (stereo unspecified)	-0.3	1	4	2.9	-8	3	-0.1	1.5	4	1
Cc1cc2c(cc1C)N(Cc1ccccc1)C1=NCCCN12	-1.1	0	7	0.8	-2	2	1.0	2.7	3	-4
O=[N+]([O-])c1cccc(NC2=NCCC2)c1	-2.7	.	.	3.2	-17	21	4.0	-0.2	1	1
COc1ccc(NS(=O)(=O)c2cc(OCC(N)=O)c(C)cc2Cl)cc1	-1.1	.	24	3.0	-18	-3	1.1	2.1	2	-2
CCc1nc2ccccc2n(CCOCCn2c(=O)c(CC)nc3ccccc32)c1=O	-1.2	-1	0	.	-6	-13	0.8	.	0	4
Cc1ccc(OC(=O)c2cccc(C(=O)Oc3ccc(C)cc3)n2)cc1	-1.4	.	-5	3.0	1	6	2.6	-1.4	-2	0
CCN1C(=O)c2ccccc2S(=O)(=O)c2ccc(C(=O)NCC(OC)OC)cc21	-0.2	-1	-2	0.1	19	-10	-0.2	0.7	-3	-8
COc1ccc(C(=O)CSc2nnc(C3CC3)n2N)cc1	-2.6	.	-6	1.1	-4	0	1.2	-0.1	2	-1
CCN(CC)S(=O)(=O)c1cc(F)ccc1OC	-0.4	.	-6	1.6	1	-17	1.6	-2.7	-2	7
Cc1cn2nc(N)c3ccccc3c2n1	-1.9	5	5	0.2	-2	-8	2.7	1.7	4	-3
C=CCNC(=O)CN1CCN(Cc2ccc3c(c2)OCO3)CC1	-0.1	2	6	-0.2	0	2	0.6	0.3	0	-1
Cc1cccc(NC(=O)COC(=O)CCc2c[nH]c3ccccc23)c1C	-1.1	1	17	2.8	4	20	6.7	2.1	1	-2
CCC(C(=O)OCC(=O)NCc1ccc2c(c1)OCO2)c1ccccc1 (stereo unspecified)	-1.4	1	2	3.7	28	-16	5.0	4.4	-2	-1
C=CCn1c(SCC(=O)Nc2cc(NC(C)=O)ccc2OC)nnc1-c1cccnc1	0.5	.	0	-1.5	8	11	-1.8	-1.9	1	0
Cc1ccc(-n2c(=O)c3sccc3n(CC(=O)NC3CCCC3)c2=O)cc1	-1.1	-2	-5	3.1	25	-10	-0.6	0.6	0	-1
O=C(O)CC(SCC(=O)Nc1ccccc1)C(=O)O (stereo unspecified)	-0.9	0	2	-0.3	-17	-4	3.0	-1.0	-4	-7
CC(=O)c1ccc(Nc2cc(C)nc3ncnn23)cc1	.	0	2	-0.2	3	3	-0.9	-3.5	1	-7
CN1CCN(C2=C(Cl)C(=O)N(c3ccc(Cl)c(Cl)c3)C2=O)CC1	0.4	.	3	-0.1	-16	10	.	-1.3	6	-14
CCOc1ccc(CNC(=O)C(C)n2nc(C)c3c(C)n(-c4ccccc4)nc3c2=O)cc1 (stereo unspecified)	-2.5	0	3	2.2	16	-9	0.9	-2.0	-2	1
Cc1nc(-c2cc(C#N)c(=O)[nH]c2C)cs1	-1.2	6	-9	3.1	-29	-4	-2.4	0.2	0	9
COc1cccc(-c2csc(N3CCN(C(=S)Nc4cccc(C)c4)CC3)n2)c1	0.1	4	7	2.3	-34	-6	2.2	-0.7	-2	-3
N#CCSc1nc2ccccc2c(=O)n1CCC(=O)NC1CCCCC1	-1.7	-5	-4	1.6	-40	-10	0.4	-0.8	1	-5
COc1cccc(-c2nc(CS(=O)(=O)CC(=O)Nc3ccccc3Cl)c(C)o2)c1	-2.9	-1	6	4.2	-23	-13	3.4	0.7	-3	2

Copied from the results shown (12 entries):
SMILES	CAL PDZ inh	Wnt act	Rtt109 Vps75	AddAB inh	PfHsp90 set2	PvdQ acylase	phage Ecoli inh	Ecoli viability	DAGLB inhibitor	Tat export inh
Cc1cccc(NC(=O)COC(=O)CCc2c[nH]c3ccccc23)c1C	-1.1	1	17	2.8	4	20	6.7	2.1	1	-2
CCC(C(=O)OCC(=O)NCc1ccc2c(c1)OCO2)c1ccccc1 (stereo unspecified)	-1.4	1	2	3.7	28	-16	5.0	4.4	-2	-1
C=CCn1c(SCC(=O)Nc2cc(NC(C)=O)ccc2OC)nnc1-c1cccnc1	0.5	.	0	-1.5	8	11	-1.8	-1.9	1	0
Cc1ccc(-n2c(=O)c3sccc3n(CC(=O)NC3CCCC3)c2=O)cc1	-1.1	-2	-5	3.1	25	-10	-0.6	0.6	0	-1
O=C(O)CC(SCC(=O)Nc1ccccc1)C(=O)O (stereo unspecified)	-0.9	0	2	-0.3	-17	-4	3.0	-1.0	-4	-7
CC(=O)c1ccc(Nc2cc(C)nc3ncnn23)cc1	.	0	2	-0.2	3	3	-0.9	-3.5	1	-7
CN1CCN(C2=C(Cl)C(=O)N(c3ccc(Cl)c(Cl)c3)C2=O)CC1	0.4	.	3	-0.1	-16	10	.	-1.3	6	-14
CCOc1ccc(CNC(=O)C(C)n2nc(C)c3c(C)n(-c4ccccc4)nc3c2=O)cc1 (stereo unspecified)	-2.5	0	3	2.2	16	-9	0.9	-2.0	-2	1
Cc1nc(-c2cc(C#N)c(=O)[nH]c2C)cs1	-1.2	6	-9	3.1	-29	-4	-2.4	0.2	0	9
COc1cccc(-c2csc(N3CCN(C(=S)Nc4cccc(C)c4)CC3)n2)c1	0.1	4	7	2.3	-34	-6	2.2	-0.7	-2	-3
N#CCSc1nc2ccccc2c(=O)n1CCC(=O)NC1CCCCC1	-1.7	-5	-4	1.6	-40	-10	0.4	-0.8	1	-5
COc1cccc(-c2nc(CS(=O)(=O)CC(=O)Nc3ccccc3Cl)c(C)o2)c1	-2.9	-1	6	4.2	-23	-13	3.4	0.7	-3	2

Other results follow.
SMILES	CAL PDZ inh	Wnt act	Rtt109 Vps75	AddAB inh	PfHsp90 set2	PvdQ acylase	phage Ecoli inh	Ecoli viability	DAGLB inhibitor	Tat export inh
Cn1c(N)c(C(=O)NCc2ccccc2Cl)sc1=S	0.5	.	-8	2.6	33	4	3.4	1.7	3	11
CS(=O)(=O)N1CCC(C(=O)NCc2ccc3c(c2)OCO3)CC1	-1.4	0	6	2.0	.	2	-1.1	1.7	-1	-3
CCn1cc(/C=C/c2cc[n+](C)cc2)c2ccccc21	0.1	0	-11	1.1	9	-6	0.4	-0.2	-56	-6
O=C(NC(NCC1CCCO1)C(Cl)(Cl)Cl)c1cccc2ccccc12 (stereo unspecified)	-1.5	-4	11	2.7	.	7	2.5	1.4	-6	5
CN(C)c1ccc(NC(=O)COC(=O)CNC(=O)c2cccs2)cc1	-0.4	3	-4	-0.3	-1	-7	1.5	0.3	3	-5
O=C(O)C1CC=CCC1C(=O)NC1CCCCC1 (stereo unspecified)	0.5	0	-8	2.5	-6	-12	4.0	0.0	-1	2
Cc1ccccc1CNC(=O)C(=O)Nc1nccs1	0.0	-2	-5	1.8	-11	-18	0.2	0.5	-3	1
COc1ccc(N2CC(C(=O)OCC(=O)Nc3ccccc3C)CC2=O)cc1 (stereo unspecified)	-2.4	-1	4	1.4	-7	-6	-0.5	-0.9	-1	-4
COc1cccc(-n2c(SCC#N)nnc2-c2cnccn2)c1	-2.3	-2	30	-1.3	12	6	1.9	1.8	-1	-6
C=CCOc1ccc(C2/C(=C(/O)c3ccc4c(c3)CC(C)O4)C(=O)C(=O)N2CCCN2CCOCC2)cc1 (stereo unspecified)	0.5	3	2	0.5	-4	3	0.1	1.9	0	2
Cc1cc(Br)ccc1NC(=O)C1CCN(S(=O)(=O)c2cnc[nH]2)CC1	0.0	0	-1	1.6	-10	-23	3.9	-0.6	1	3
COc1cc(-c2ccccc2)nc(N)n1	-0.7	14	-3	3.9	8	-9	.	2.7	0	11
S=c1nc(NCCc2ccccc2Cl)c2ccccc2[nH]1	0.6	26	7	.	-14	-18	-0.8	.	-4	2
CN(Cc1ccccc1)C(=O)CCCn1c(=O)c2cccn2c2cccnc21	-2.5	1	1	0.3	4	-12	1.8	-1.5	-5	-1
CCOC(=O)c1cc(=O)c2ccc(OCc3ccccc3)cc2o1	.	2	-3	1.9	-25	-16	1.4	-2.5	-6	-1
CCC(=O)N1c2ccc(S(=O)(=O)N3CCCC3)cc2CC1C (stereo unspecified)	-1.5	-2	-1	1.1	-3	-9	2.5	1.1	3	-3
CCN(C(=O)COC(=O)c1cc(=O)c2ccccc2o1)c1c(N)n(Cc2ccccc2)c(=O)[nH]c1=O	0.3	-1	0	1.4	.	-12	1.9	0.3	2	2
COC(=O)c1cc2occc2n1Cc1ccc(Cl)cc1	-2.2	.	-2	0.7	12	-2	4.5	-0.9	-10	-2
CC(C)C(NC(=O)C(NC(=O)C1O[C@@H]2OC(C)(C)O[C@@H]2[C@H]2OC(C)(C)O[C@@H]12)C(C)C)C(=O)O (stereo partly specified)	-0.7	-1	-3	-2.2	0	9	-0.9	0.0	1	5
CC(C)Cc1nc2oc3c(Cl)ncnc3c2c2c1CCCC2	-1.8	1	-14	3.6	-4	-7	3.1	0.2	2	-4
O=C(NCc1ccco1)c1nc2nc(-c3cccs3)cc(C(F)(F)F)n2n1	-2.3	13	-82	2.0	.	5	1.6	2.4	-4	0
N#CCCN1CCN(Cn2c3ccccc3c3ccccc32)CC1	-0.9	.	8	1.5	-25	-13	-1.1	1.7	-1	-8
Cc1ccc(S(=O)(=O)N2CCCCC2)cc1NC(=O)CSc1ncnc2ccccc12	-2.8	.	-1	1.0	-14	-13	1.6	-1.6	-3	2
NS(=O)(=O)c1ccc(CNC(=O)c2ccc(NS(=O)(=O)c3cccs3)cc2)cc1	-1.2	0	0	0.8	7	-22	1.5	-1.0	1	0
COc1ccccc1-c1n[nH]c(=S)o1	.	.	-2	-1.6	-14	-7	2.2	-0.6	-1	-7
Going on with the list.
SMILES	CAL PDZ inh	Wnt act	Rtt109 Vps75	AddAB inh	PfHsp90 set2	PvdQ acylase	phage Ecoli inh	Ecoli viability	DAGLB inhibitor	Tat export inh
Cc1ccc2cc(CCNC(=O)c3ccc(C)c([N+](=O)[O-])c3)c(=O)[nH]c2c1	-0.7	-3	-7	3.2	-1	-17	3.9	2.4	0	5
Cc1ccc(-c2nnc(-c3cccs3)o2)cc1	-0.6	24	5	-0.8	2	7	1.1	-0.4	-13	-11
COc1ccccc1C(=O)NC(=O)COC(=O)c1cccc(OC(F)F)c1	-1.9	1	22	-1.0	.	2	1.5	0.5	-4	-3
O=C(O)C1CCN(C(=O)COc2ccc(Br)cc2)CC1	-0.4	-1	-10	1.5	-4	2	1.3	-1.4	1	9
O=c1[nH]n(-c2ccc(Cl)cc2)c(=O)c(Cl)c1Cl	-1.4	.	-7	-1.7	.	-9	-0.6	-0.8	-2	-9
CCc1nc2nc(C)c(NS(=O)(=O)c3ccc(Cl)cc3)c(=O)n2[nH]1	-3.1	2	8	3.3	-6	11	2.2	0.1	-3	-3
O=C(NCCN1CCOCC1)C1(C(F)(F)F)C/C(=C\Cc2ccccc2)CCCO1 (stereo unspecified)	-0.8	-1	7	0.8	-6	12	1.8	-0.2	-3	1
O=C(CSCc1ccccc1)Nc1cccc(F)c1	0.1	63*	-5	-0.5	42	-11	3.1	-0.5	-3	-5
N/C(=N\OC(=O)Nc1ccccc1)c1ncc([N+](=O)[O-])s1	-0.6	5	-5	12	12	-9	5.4	9.4	1	-15
